Source: PubChem (several laboratories)
CendR NRP1 mod: modulators of CendR peptide binding to human neuropilin-1 | O14786 | FAM-RPARPAR peptide binding to NRP-1, fluorescence polarization | inhibition, % at 25 µM | 360,000 tested, 0.85% active | AID 602438;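 active = inhibition or corrected inhibition above about 18%, plus a signal ratio from 0.5 to 1.5, limit read from the data, passing the limit was not always enough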; note: strong numbers were not always called active
NadD block: inhibitors of Staphylococcus aureus NadD | purified NadD enzyme, colorimetric absorbance read-out | 360,000 tested, 0.78% active | inhibition, % at 20 µM; in the data active = inhibition above about 26%; note: some compounds past the cut are filed as inactive
TbMetRS inhib: blocks T. brucei methionyl-tRNA synthetase activity | purified T. brucei MetRS, ATP depletion, Kinase-Glo luminescence | 360,000 tested, 0.4% active | inhibition, % at 11.9 µM;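 active = inhibition above a per-plate cutoff of the control wells' mean inhibition plus 3 SD, cut at about 5.5% in these data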;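 note: 0% = DMSO wells median and 100% = median of wells with control inhibitor compound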
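Dosing: 11.9 µM single point; system: parasite MetRS enzyme; technique: luminescence of leftover ATP; times: 15 min enzyme-compound preincubation, 2 h reaction, 10 min detection, 25 °C; replicates: each compound tested once; read-out basis: percent inhibition relative to median high and low control wells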
SUMO1-SIM PPI: modulators of human SUMO1-mediated protein-protein interactions. P63165. SUMO1 binding to a labelled peptide, TR-FRET, 1 h. inhibition, % at 20 µM. 360,000 tested, 0.33% active. AID 602429; in the data active = inhibition above about 37%
Target sequence (P63165 whole entry, looked up): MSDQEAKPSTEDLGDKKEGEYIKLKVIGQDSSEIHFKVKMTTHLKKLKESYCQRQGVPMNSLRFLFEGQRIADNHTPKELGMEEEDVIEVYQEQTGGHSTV
STEP block: STEP (human) phosphatase inhibition; recombinant STEP, OMFP fluorogenic substrate, fluorescence; 360,000 tested, 0.25% active; inhibition, % at 20 µM;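 active = inhibition at 20 µM, scaled per plate between control wells, above about 37%, limit read from the data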;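 note: 0% = DMSO with enzyme and substrate and 100% = substrate only without enzyme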
Target sequence (P54829 whole entry, looked up): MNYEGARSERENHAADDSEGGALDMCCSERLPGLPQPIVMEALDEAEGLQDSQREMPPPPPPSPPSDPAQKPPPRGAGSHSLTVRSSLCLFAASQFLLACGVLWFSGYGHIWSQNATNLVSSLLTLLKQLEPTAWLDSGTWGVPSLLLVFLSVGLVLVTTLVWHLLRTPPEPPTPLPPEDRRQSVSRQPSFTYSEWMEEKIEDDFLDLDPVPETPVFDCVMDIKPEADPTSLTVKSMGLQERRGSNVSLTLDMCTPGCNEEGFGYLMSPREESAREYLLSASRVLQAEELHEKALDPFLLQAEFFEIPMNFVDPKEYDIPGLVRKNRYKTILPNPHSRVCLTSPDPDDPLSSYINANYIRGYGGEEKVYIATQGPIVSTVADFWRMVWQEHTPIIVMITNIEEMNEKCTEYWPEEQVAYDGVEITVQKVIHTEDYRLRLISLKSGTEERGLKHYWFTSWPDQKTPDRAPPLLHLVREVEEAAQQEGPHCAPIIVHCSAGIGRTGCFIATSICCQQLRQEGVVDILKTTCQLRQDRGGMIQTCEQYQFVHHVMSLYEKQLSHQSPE
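Material: STEP (striatal-enriched tyrosine phosphatase) enzyme, cell-free; Compound dosing: 20 µM single dose in 1% DMSO; Technique: fluorescence read at 480 nm ex / 540 nm em; Times: reaction 20 min, ambient temperature; Medium: 50 mM Bis-Tris pH 6.0 with 2.5 mM DTT and 0.005% Tween 20; Also added: OMFP at 25 µM.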
SKN-1 inh: C. elegans SKN-1 inhibition; C. elegans VP596 Pgst-4::GFP/RFP ratio, acrylamide-induced, 24 h; inhibition, % at 21.8 µM; 360,000 tested, 0.49% active;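 active = interference check ratio from 0.5 to 1.5 plus GFP to RFP signal ratio inhibition reaching or exceeding a fixed threshold, cut at about 30% in these data, passing the limit was not always enough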; note: some compounds called inactive have numbers as strong as hits
Scp-1 inhibitor: blocks human Scp-1 phosphatase activity | Q9GZU7 | Recombinant Scp1, phosphopeptide, malachite green phosphate absorbance | inhibition, % at 20 µM | 340,000 tested, 0.88% active | AID 493091;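 active = inhibition above about 50% at 20 µM, limit read from the data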;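 note: plate controls were DMSO wells with enzyme for no effect and wells lacking enzyme for full effect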
Target sequence (Q9GZU7 76-261 limits assumed): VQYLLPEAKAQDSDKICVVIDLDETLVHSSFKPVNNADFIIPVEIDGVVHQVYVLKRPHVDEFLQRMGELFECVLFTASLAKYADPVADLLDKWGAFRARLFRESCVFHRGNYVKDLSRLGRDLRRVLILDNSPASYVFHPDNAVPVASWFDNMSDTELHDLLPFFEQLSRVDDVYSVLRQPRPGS
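Incubation: 45 min enzyme reaction at room temperature / System: truncated SCP-1 phosphatase (76-261aa) / Reagent: Phospho 17-mer peptide substrate / Buffer or medium: Acidic Tris acetate buffer with magnesium and detergent / Signal: absorbance at 630 nm / Doses: one concentration, 20 µM, with 1.0% DMSO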
DNMT1 inh: DNMT1 (human) enzyme inhibition. P26358. DNMT1 molecular beacon, Hinp1I cleavage, fluorescence. inhibition (reported as % activation of signal), % at 10 µM. 360,000 tested, 0.83% active; in the data active = inhibition above about 50%
LMPTP block: blocks human LMPTP phosphatase. 360,000 tested, 0.22% active. P24666. inhibition, % at 20 µM. recombinant LMPTP-A, OMFP fluorogenic substrate, fluorescence intensity;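 active = compounds that cut the enzyme signal by at least half of the control window in the single-dose screen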;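 note: plate controls were DMSO wells with enzyme plus substrate for no effect and substrate without enzyme for full effect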
Target sequence (P24666 whole entry, looked up): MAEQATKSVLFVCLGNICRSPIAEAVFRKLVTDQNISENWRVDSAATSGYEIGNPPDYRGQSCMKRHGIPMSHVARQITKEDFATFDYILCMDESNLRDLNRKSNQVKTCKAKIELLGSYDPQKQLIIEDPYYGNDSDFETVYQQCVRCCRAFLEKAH
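material = LMPTP-A | quantity = 0.625 nM enzyme | reagent = OMFP substrate, 400 µM final | buffer or medium = Bis-Tris pH 6.0, DTT, detergent | detection = endpoint fluorescence intensity from OMFP dephosphorylation | dosing = single 20 µM dose | read-out basis = % inhibition relative to no-enzyme and uninhibited control wells | control set = no-enzyme and uninhibited controls | timing = 50 min at room temperature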
Neddylation inh: cullin neddylation inhibition | P61081+Q13564 | TR-FRET cullin neddylation, biochemical | calls only at 25 µM | 360,000 tested, 0.58% active; in the data active = inhibition above about 36%
The depositor's hits bear a star; i = inactive; x = not tested or not shown; + = active, no number.

Order of results – CendR NRP1 mod	NadD block	TbMetRS inhib	SUMO1-SIM PPI	STEP block	SKN-1 inh	Scp-1 inhibitor	DNMT1 inh	LMPTP block	Neddylation inh
- COc1ccc(NC(=O)Cn2nnc(-c3ccccc3F)n2)cc1Cl
 : 10	1	-0.2	9	-2	-30	17	-4	0.2	i
- N#CCSc1nc(Nc2ccc3c(c2)OCO3)c2ccccc2n1
 : -4	-1	0.5	7	-4	2	-6	-4	5.6	i
- CC(=O)Nc1ccc(C(=O)OCC(=O)N(C)C2CCCCC2)cc1
 : 6	3	-0.2	-5	0	3	-5	0	-0.9	i
- CCCN1CCN(CCCNC(=O)C(CC)n2nc(C)n3c(cc4occc43)c2=O)CC1 (centres undefined)
 : 8	0	0.1	5	-3	3	-5	0	-5.1	i
- C[C@H](CO)N1C[C@H](C)[C@H](CN(C)C(=O)Nc2ccc(F)cc2)OCc2cnnn2CCCC1=O
 : -8	1	-1.6	5	0	-14	x	1	0.5	i
- Cc1cccc(C)c1NC(=O)C(c1cc2ccccc2o1)N1CCC(c2ccccc2)CC1 (centres undefined)
 : 9	x	-0.8	-3	x	9	x	x	6.3	i
- O=C(c1ccccc1Oc1ccc(C(F)(F)F)cc1[N+](=O)[O-])N1CCOCC1
 : 1	-2	-0.3	-12	-4	10	-6	1	-2.3	i
- COc1ccccc1C(=O)Nc1nc2ccccc2s1
 : 9	-5	-3.3	3	-1	6	13	4	0.1	x
- N#Cc1cc2c(nc1SCC(O)CS(=O)(=O)Cc1ccccc1)CCCC2 (centres undefined)
 : -6	-3	-0.6	-6	0	-8	-3	0	-1.0	i
- COc1ccc(C(C#N)c2nc3ccccc3nc2Cl)cc1 (centres undefined)
 : -10	-8	-1.0	-24	1	-6	-13	-1	-0.2	i
- COCCCn1c(=O)/c(=C/c2ccccc2OC(C)C)s/c1=C(\C#N)C(=O)Nc1ccc(C(=O)O)cc1
 : -156	32*	-0.1	-7	-5	7	x	0	-0.3	i
- Cn1nc(C(F)(F)F)c(-c2ccccc2)c1NC(=O)CCC(=O)O
 : -13	-4	-0.4	0	-2	-10	-2	2	-0.6	x
- COc1cccc(C(=O)N(Cc2cccs2)C2CCS(=O)(=O)C2)c1 (centres undefined)
 : 8	-3	-0.4	-3	-1	5	8	-2	-1.3	i
- CSc1nsc(SC)c1NC(=O)OC1CCCCC1
 : 7	-2	-0.3	0	-1	17	-8	4	-0.1	i
- Fc1ccc(CNC2CCN(Cc3ccccc3)CC2)cc1
 : 7	-4	-1.8	-1	-3	-4	2	5	-6.8	i
- S=c1c2c(nc3nc[nH]n13)CCC2
 : 8	2	-0.4	-1	-4	-9	10	-1	-1.0	i
- O=C(Nc1ccc2c(c1)OCCO2)c1cccnc1Oc1ccccc1
 : 10	-5	-0.5	-1	1	1	-14	3	-0.9	i
- CCCS(=O)(=O)C(=C1Nc2ccccc2N1)S(=O)(=O)CCC
 : 2	0	0.6	-4	-5	-10	-1	1	-2.4	i
- CC(NS(=O)(=O)c1ccc(Cl)cc1)C(=O)NCCC1=CCCCC1 (centres undefined)
 : -7	3	0.6	11	-4	-4	-3	-2	1.0	i
- CCCCCCC1/C(=N/O)CCC1C(=O)OC (centres undefined)
 : -5	-4	-0.5	-3	3	-7	0	0	1.5	i
- C#CCOCCOCCOCCNc1nc(N2CCN(C(=O)CCCCCCCCCCNC(=O)[C@H]([C@@H](C)CC)n3cc(CCCCCN)nn3)CC2)nc(N2CCN(C(=O)CCCCCCCCCCNC(=O)[C@H]([C@@H](C)CC)n3cc(CCCCN=C(N)N)nn3)CC2)n1
 : 11	48*	0.2	79*	5	-1	x	-130	2.6	i
- Cc1cc(Cl)ccc1OCC(=O)Nc1ccccc1NS(=O)(=O)c1cccs1
 : -4	-6	-0.8	1	1	-6	-2	-2	-1.1	i
- O=C(NN=C1CCCCCCCCCCC1)c1ccncc1
 : 10	-4	0.5	-1	2	-10	-7	-1	-1.6	i
- CN(C)c1ccc(N=Nc2ccccc2Br)cc1
 : -3	5	-0.3	-61	6	18	0	-5	4.9	i
- Cc1ccc(S(=O)(=O)N2CCN(C)CC2c2ccccc2)cc1 (centres undefined)
 : 14	6	-0.3	-1	0	11	-2	0	-3.9	i
- CC(/C=N/n1c(-c2cccnc2)n[nH]c1=S)=C\c1ccccc1
 : -6	9	-0.9	-13	5	1	3	3	0.3	i
- CN(/N=C/c1ccc(Cl)cc1Cl)c1ncc(Cl)cc1C(F)(F)F
 : 2	3	-0.9	4	2	-2	-7	6	0.6	i
- CCN(CC(=O)Nc1c(F)cccc1F)C(=O)c1nc2nc(C)cc(C)n2n1
 : 2	-5	-0.5	2	0	-2	-1	1	0.1	i
- Cc1ccc(C(O)c2ncc(-c3cccc4ccccc34)[nH]2)cc1F (centres undefined)
 : 3	7	0.2	-14	-3	4	x	0	2.2	+
- CCOC(=O)C1=C(COC(=O)c2ccc(OC(C)C)cc2)NC(=O)NC1C (centres undefined)
 : -5	3	-0.3	17	-3	18	-6	0	-0.2	i
- CN(C)c1ccc(NC(=S)N(CCc2ccccc2)C2CC(=O)N(c3c(Cl)cccc3Cl)C2=O)cc1 (centres undefined)
 : -4	29	-0.6	7	-3	-11	-2	-13	0.3	i
- CSCCC(NC(=O)OC(C)(C)C)C(=O)Oc1ccc2c(=O)c(-c3ccc4c(c3)OCCO4)coc2c1 (centres undefined)
 : -1	0	-0.4	-4	2	12	-6	4	3.3	x
- O=c1cc(Cl)[nH]c(=O)n1Cc1ccccc1
 : -1	0	1.7	4	-3	-4	-9	0	-0.5	i
- O=C(Nc1ccc(N2CCOCC2)cc1)c1cccc(-n2cnnc2)c1
 : 15	-2	0.4	-2	1	6	0	-1	0.1	i
- CCCCCCCCN1C(=O)[C@H](CC(=O)NCC2CCCCC2)C[C@@]2(C(=O)OCC)CCC=C12
 : 14	x	-0.3	5	x	-8	x	x	4.4	i
- CC1CC(C)(C)NC(=S)N1CCC(=O)N1CCN(Cc2ccccc2)CC1 (centres undefined)
 : 10	5	-0.3	-4	3	13	-1	-1	-0.5	i
- O=C(Nc1cccc(NC(=O)c2nccc3ccccc23)c1)c1ccco1
 : 5	1	-1.6	-13	-2	3	0	2	0.3	i
- O=C(COc1ccccc1F)Nc1cc(S(=O)(=O)N2CCOCC2)ccc1N1CCOCC1
 : 1	-2	-0.2	4	0	4	-12	-2	-0.3	i
- COc1ccc(NC(=O)N2CCC(c3ccccc3)C2)c(OC)c1 (centres undefined)
 : 2	-4	0.3	6	2	1	-13	-1	-0.5	i
- COc1cccc(C(=O)NC2CCCc3c2cnn3-c2ccc(C)c(C)c2)c1OC (centres undefined)
 : 16	-4	0.6	2	3	0	-5	0	0.9	i
- Cc1cccc(C)c1NC(=O)C1(C)CCC(=O)N1C1CC1 (centres undefined)
 : 13	-9	-0.7	3	2	0	x	4	-1.2	i
- Cn1cc(CN2CCC(C(O)c3cccs3)CC2)c(-c2cccc(Cl)c2)n1 (centres undefined)
 : -5	-4	-0.5	0	1	13	-3	-1	0.2	i
- CCc1ccc(OC(=O)Cc2ccc(OC)c(S(=O)(=O)N3CCOCC3)c2)cc1
 : 12	-5	-0.5	13	0	4	-4	-3	0.0	i
- O=C(CNS(=O)(=O)c1ccc2ccccc2c1)Nc1ccc(F)c(F)c1F
 : -2	2	-0.3	2	-2	4	-5	2	1.3	i
- COc1ccc(C2Oc3ccccc3N2C(C)=O)cc1 (centres undefined)
 : -6	2	-0.8	2	2	-25	0	3	-1.0	i
- N=c1c(S(=O)(=O)c2ccc(Br)cc2)cc2c(=O)n3ccccc3nc2n1Cc1ccco1
 : -67	49*	1.5	12	16	11	23	86*	40	x
- COc1cccc(CC(=O)N2CCC(n3nccc3NC(=O)C3CC3)CC2)c1
 : 11	3	0.0	8	0	9	-5	1	-0.7	i
- Cc1c(C)c(C)c(S(=O)(=O)NCCc2ccncc2)c(C)c1C
 : 11	-6	0.8	0	-1	-8	-6	1	-1.0	i
- Nc1ncnc2c1ncn2[C@@H]1O[C@H](CNC(=O)[C@@H](N)COCc2ccccc2)[C@@H](O)[C@H]1O
 : -6	0	-0.9	0	2	-6	1	4	0.8	i
- COc1ccc(/C=C(\NC(=O)c2ccc([N+](=O)[O-])cc2)C(=O)NCCCn2ccnc2)cc1
 : -2	-1	0.9	-31	8	8	-7	-1	-6.6	i
- CCn1c(COc2ccc(C)cc2)nnc1SCC(=O)NCc1ccco1
 : 14	1	-0.4	1	-2	6	-1	-3	1.4	i
- COc1ccccc1-n1c(N)c(C(N)=O)sc1=S
 : 5	-1	-1.4	-11	0	6	-5	-2	-0.9	i
- Cc1nn(-c2ccccc2)c2sc(C(=O)NNC(=O)COc3ccccc3)cc12
 : 0	6	-0.1	2	-2	3	-5	-2	0.5	i
- CCn1c(SCC(=O)NCC(=O)Nc2ccc(F)cc2)nnc1-c1ccncc1
 : -5	3	0.0	1	1	-15	0	1	-1.9	i
- Cc1ccc(S(=O)(=O)N(CC2CO2)c2ccccc2[N+](=O)[O-])cc1 (centres undefined)
 : 4	2	0.8	-4	-2	5	-10	1	-0.7	i
- CCc1nc(NCCC(C)C)c2nnn(Cc3ccccc3)c2n1
 : 9	9	-0.2	2	-2	13	-4	7	0.7	i
- CN1C(C(=O)Nc2ccc(F)cc2F)=CC(c2ccco2)=NS1(=O)=O
 : -10	-3	0.4	-19	4	-7	-4	0	0.3	i
- O=C(NC1CCN(C(=O)NCc2ccccc2)CC1)c1ccc(F)cc1
 : 0	-8	0.0	-5	-1	-1	-6	0	-0.6	i
- CCOC(=O)Cn1nc(C)n(-c2cccc(Cl)c2)c1=O
 : 12	-2	-1.2	-4	0	0	-4	3	-1.0	i
- COc1ccc2c(c1)C(c1cccs1)=NNC(c1ccncc1)=N2
 : 14	-11	0.5	-7	2	6	5	-24	2.3	i
- c1cc2c(cc1C1CCCCC1)c1c3n2CCCNC3CCC1 (centres undefined)
 : -7	3	-0.6	-4	4	7	-10	3	-3.6	i

Quoted from the listing:
Entry of `Nc1ncnc2c1ncn2[C@@H]1O[C@H](CNC(=O)[C@@H](N)COCc2ccccc2)[C@@H](O)[C@H]1O` in NadD block: 0
Entry of `CC1CC(C)(C)NC(=S)N1CCC(=O)N1CCN(Cc2ccccc2)CC1` (centres undefined) in SKN-1 inh: 13
Entry of `CSCCC(NC(=O)OC(C)(C)C)C(=O)Oc1ccc2c(=O)c(-c3ccc4c(c3)OCCO4)coc2c1` (centres undefined) in LMPTP block: 3.3
